Screening data (PubChem)
TcdB inh = inhibitors of Clostridioides difficile toxin B glycohydrolase; P18177; TcdB glycohydrolase enzymatic assay, plate reader; inhibition, % at 9.99 µM; 0.24% of 350,000 active; in the data active = inhibition above about 10%
SSB-PriA inh = inhibitors of Klebsiella pneumoniae PriA binding to SSB C-terminal tail; AlphaScreen SSBct-PriA binding, biotinylated peptide; inhibition, % at 33 µM; 0.6% of 430,000 active; in the data active = inhibition mostly above about 37%, no sharp cut-off; inactive = mostly below about 20%;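 also: plate controls were negative control peptide for no effect and reference peptide for full effect; strong numbers were not always called active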
PfHsp40 rescue = rescue of PfHsp40-mediated yeast toxicity; S. cerevisiae expressing PfHsp40, growth rescue, ATP luminescence; 0.68% of 340,000 active; growth rescue, % at 12.5 µM; in the data active = growth rescue above about 28%, passing the limit was not always enough;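 also: yeast W303a lacking pdr1 and pdr3 grown in galactose medium; growth measured after three days at 30 °C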
Yp Topo-I inh = blocks Yersinia pestis topoisomerase I activity | Y. pestis Topo-I cleavage product accumulation, plate reader | activity, % at 10 µM | 0.064% of 360,000 active | AID 504884; in the data active = activity above about 50%, passing the limit was not always enough; also: inactives centre near 2
PrPC TRFRET = cell surface PrPC inhibition, primary TR-FRET screen. TR-FRET read-out. P04156. AID 720596. inhibition, % at 13.8 µM. 0.43% of 370,000 active; in the data active = inhibition above about 24%; also: 0% = median of the test wells and 100% = reference compound wells
BoNT-A LC inh2 = blocks Botulinum neurotoxin A light chain protease; multiplex microsphere protease substrate cleavage, flow cytometry; AID 588499; inhibition, % at 10 µM; 0.17% of 360,000 active; also: plate controls were buffer without enzyme for full effect and enzyme alone for no effect
Vc quorum ag = quorum light induction in luxS cqsA deficient V. cholerae | activation, % at 18.7 µM | 0.16% of 350,000 active | AID 588436 | V. cholerae BH1578 lux reporter, luminescence, 6 h; in the data active = activation mostly above about 9.7%, no sharp cut-off; also: not every result past the cut was called active; inactives centre near 0; reference of the scale not given here
Anthrax LF prot = inhibitors of Bacillus anthracis lethal factor protease; multiplex microsphere protease cleavage assay, LF; inhibition, % at 10 µM; 0.12% of 360,000 active; also: plate controls were buffer without enzyme for full effect and enzyme alone for no effect
Target sequence (P15917 whole entry, looked up): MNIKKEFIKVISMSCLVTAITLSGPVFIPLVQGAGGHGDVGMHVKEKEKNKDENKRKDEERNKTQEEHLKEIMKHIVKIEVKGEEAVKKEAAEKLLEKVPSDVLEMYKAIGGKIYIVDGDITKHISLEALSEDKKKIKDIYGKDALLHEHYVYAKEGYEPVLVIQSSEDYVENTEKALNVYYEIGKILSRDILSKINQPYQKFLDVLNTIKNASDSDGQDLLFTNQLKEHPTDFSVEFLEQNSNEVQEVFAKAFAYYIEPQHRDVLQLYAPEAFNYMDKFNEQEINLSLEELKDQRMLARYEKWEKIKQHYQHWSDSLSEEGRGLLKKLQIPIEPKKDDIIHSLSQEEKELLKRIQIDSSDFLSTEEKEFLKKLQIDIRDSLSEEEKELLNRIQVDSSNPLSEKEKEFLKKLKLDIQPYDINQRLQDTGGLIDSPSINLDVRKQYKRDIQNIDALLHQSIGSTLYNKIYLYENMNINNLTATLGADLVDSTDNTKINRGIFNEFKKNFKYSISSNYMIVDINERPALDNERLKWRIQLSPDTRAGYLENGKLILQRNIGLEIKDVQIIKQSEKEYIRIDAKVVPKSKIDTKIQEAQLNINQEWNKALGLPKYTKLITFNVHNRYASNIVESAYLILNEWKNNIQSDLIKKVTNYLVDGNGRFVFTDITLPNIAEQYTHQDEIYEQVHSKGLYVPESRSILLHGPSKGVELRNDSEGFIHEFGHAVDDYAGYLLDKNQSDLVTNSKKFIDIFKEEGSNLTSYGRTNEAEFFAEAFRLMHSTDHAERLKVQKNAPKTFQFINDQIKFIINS
SARS 3CLpro inh = SARS-CoV 3CLpro protease inhibition; recombinant SARS-CoV 3CLpro, quenched FRET peptide cleavage; inhibition, % at 6 µM; 0.14% of 290,000 active; in the data active = inhibition above about 12%
* = called active by the depositor; i = inactive; . = not tested or not shown; & = joins results of further samples. Rule as the data show it, unless noted: active = inhibition above about 30%; inconclusive = no clear call, values can overlap the other calls; inactive = below that.

SMILES	TcdB inh	SSB-PriA inh	PfHsp40 rescue	Yp Topo-I inh	PrPC TRFRET	BoNT-A LC inh2	Vc quorum ag	Anthrax LF prot	SARS 3CLpro inh
CCN(C(=O)COC(=O)c1ccc[nH]c1=O)c1cccc2ccccc12	3.8	-2	0.3	-7	2	-0.3	1.1	2	.
O=C(NCCCO)c1c(O)c2cccc3c2n(c1=O)CCC3	-0.3	1	1.2	13	12	1.3	i	10	-3
CCCCOc1nc2ccccc2c(=O)n1-c1ccccc1	.	-31	3.8	-9	-4	0.1	-0.4	-2	1
COc1ccc(-n2ncc(C(C)NS(=O)(=O)c3ccc(C(C)=O)cc3)c2C)cc1 (stereo not given)	1.7	-17	0.4	1	4	-12	i	-7	5
O=C1CCCN1C(=O)CSc1ncnc2sccc12	1.5	-6	0.5	3	13	-0.7	i	-3	.
CCOC(=O)N1CCN(C(=O)COC(=O)Cc2ccc(OC)cc2)CC1	-1.6	-9	-0.1	1	-2	-1.3	i	-12	1
COc1ccc(CCNc2nc(-c3ccco3)cc(C(F)(F)F)n2)cc1OC	.	-2	4.6	19	9	0.2	-0.3	0	-2
O=C(CN1CCN(Cc2cccc(C(F)(F)F)c2)CC1)NCC(=O)Nc1ccc(F)c(F)c1F	-0.2	9	0.3	10	-9	-1.3	-1.4	-5	.
Nc1nonc1C(=O)NCCNC(=O)c1ccc(Cl)c(Cl)c1	-1.1	-8	-1.6	2	4	0.1	-4.0	1	-4
COc1ccc(Cl)cc1NC(=O)Cn1cccc1	1.1	1	-1.2	-2	-3	-1.2	i	-1	-4
COCCn1nnnc1C(CC(C)C)N1CCN(C(=O)c2ccco2)CC1 (stereo not given)	.	-12	0.0	-4	6	0.3	-0.7	-7	2
Cc1ccc(Nc2cc(=O)[nH]c(=O)[nH]2)c(C)c1	.	-16	-0.9	0	1	0.1	i	3	2
Cc1noc(C)c1CSCC(=O)Nc1cc(S(=O)(=O)N2CCOCC2)ccc1OC(C)C	1.4	-1	-0.1	8	-4	-0.5	-2.8	5	.
Cc1ccccc1-n1c(O)c(C=NCCN2CCOCC2)c(=O)[nH]c1=O	.	-14	-0.4	-2	-1	0.3	-0.3	0	-2
Cc1cc(C(=O)N2CCC2(C)C(=O)NS(=O)(=O)c2ccccc2Cl)nn1C (stereo not given)	1.5	.	.	-7	1	-0.2	i	-5	.
Cn1cccc1Cc1nnc(SCC(=O)NCc2ccccc2Cl)n1-c1ccc(F)cc1	0.3	5	1.4	25	5	-0.9	-0.4	0	4
CC(=O)c1c(C)[nH]c(C(=O)COC(=O)c2cc(S(=O)(=O)N(C)c3ccccc3)ccc2Cl)c1C	3.9	-12	-0.2	-8	-1	0.3	-0.2	1	2
CC(=O)Nc1ccc(Cc2nc3ccccc3[nH]2)cc1	1.2	3	0.3	8	2	-0.7	i	1	1
c1ccc(-n2nnnc2NCCCN2CCOCC2)cc1	.	-5	5.6	-6	-4	-0.2	i	-1	-5
Cc1ccc(C(=O)N2CCCC(CCC(=O)N3CCN(c4ccccn4)CC3)C2)cc1 (stereo not given)	1.5	-18	0.8	5	3	1.9	-0.5	-1	-5
COC(=O)C(Cc1ccccc1)NC(=O)CNC(=O)c1ccccc1OC (stereo not given)	2.8	-6	-1.2	5	-3	-2.9	i	-5	-2
C/C=C(\C)CN1CCC(Oc2cccc(C(=O)NCc3ccccn3)c2)CC1	1.0	-2	-0.2	6	-6	2.2	-0.3	0	6
O=C1NC[C@@H](CCCCN2CCN(CCC3CCCCC3)C(=O)C2=O)N(Cc2ccccc2)C1=O	-2.3	.	.	.	7	-0.1	.	-2	.
COc1ccc(S(=O)(=O)Nc2ccc3c(c2)N(C(C)=O)CCC3)cc1OC	-1.5	1	-0.1	-11	0	-4.6	i	-4	.
COc1cc(-c2coc3c(C(=O)NCc4ccc(OC)c(OC)c4)cccc23)ccc1O	0.1	.	.	13	12	-0.7	-0.3	2	.

Continuation.
SMILES	TcdB inh	SSB-PriA inh	PfHsp40 rescue	Yp Topo-I inh	PrPC TRFRET	BoNT-A LC inh2	Vc quorum ag	Anthrax LF prot	SARS 3CLpro inh
COc1ccc(NC(=O)CSc2nnc(NC(=O)c3ccco3)s2)cc1	-0.4	-3	0.3	-1	3	-0.1	i	-5	0
CCC(C)NC(=O)CSc1ccc(S(=O)(=O)N2CCN(Cc3ccccc3)CC2)cn1 (stereo not given)	0.8	0	0.6	12	2	2.5	i	-12	.
COC(=O)c1noc(-c2ccc(C)cc2)n1	.	-32	-0.7	2	-5	-0.2	-0.2	-4	4
O=C(NC1CCC(O)CC1)c1ccc2c(c1)S(=O)(=O)N=C1CCCCCN12 (stereo not given)	0.3	-5	1.0	8	-8	-0.7	-1.4	-1	.
Cc1ccc(N(CC(=O)NCCSCc2ccco2)S(=O)(=O)c2ccc(F)cc2)cc1	0.8	2	2.1	36	-7	-1.0	0.0	-1	1
O=C(Nc1cc([N+](=O)[O-])ccc1F)C1CC1	.	-1	0.8	-6	-10	1.4	-0.4	1	2
CCOC(=O)C1=C(C)NC(=O)NC1C(C)C (stereo not given)	1.6	-10	-1.4	11	1	0.3	i	2	.
O=C(CCn1cccn1)N1CCCC(N2CCN(c3cccc(C(F)(F)F)c3)CC2)C1 (stereo not given)	1.1	8	3.0	18	-6	-1.5	i	6	4
Cc1ccc(S(=O)(=O)N=S(CC2CC2(Cl)Cl)CC2CC2(Cl)Cl)cc1 (stereo not given)	.	1	0.3	1	-4	-0.2	-2.0	0	0
CC1CN(/C=C/C(=O)C(F)(F)F)CC(C)O1 (stereo not given)	0.2	-17	11	6	-3	-0.1	i	-5	-1
Fc1ccc(Nc2ncnc3sc4c(c23)CCC4)cc1	.	-19	3.5	7	3	-0.5	i	-10	1
O=C(O)c1cccc(S(=O)(=O)N2CCN(C(c3ccccc3)c3ccccc3)CC2)c1	-1.3	-10	2.1	12	1	-1.3	-0.5	-9	0
C=CCn1c(SCC)nc(O)cc1=O	.	-5	-1.3	-1	0	-0.3	7.1	5	4
Cc1ccc(C(C)NC(=O)Cc2cccs2)cc1C (stereo not given)	1.1	-21	0.9	-6	-2	0.4	1.7	13	-3
CCCc1nnc(SCC(=O)NC2CCCC2)n1CCOC	-2.7	-3	0.6	6	6	1.0	-0.2	3	1
Cc1ccc(S(=O)(=O)N2CCOCC2)cc1C(=O)N1CCc2ccccc21	0.4	-12	-0.3	21	3	0.6	-1.0	-4	.
Cc1ccccc1OCC(O)Cn1c(Br)nc2c1c(=O)n(C)c(=O)n2C (stereo not given)	1.3	2	1.5	-9	4	-0.8	-0.4	0	-6
Cn1cccc1C(=O)NCC(c1ccc(F)cc1)N1CCOCC1 (stereo not given)	0.5	-19	0.1	0	4	1.0	i	12	-6
CCN(c1ccc(NC(=O)COC(=O)c2ccc(C)c(S(=O)(=O)N3CCOCC3)c2)cc1)C(C)C	.	1	-0.3	2	-3	-0.3	-0.2	-11	4
COc1ccc(NC(=O)CSc2nnc(COc3ccccc3)n2Cc2ccco2)cc1OC	.	0	-0.3	3	8	0.3	-0.3	-2	1
COc1cccc(NC(=O)CCNC(=O)c2ccccc2Cl)c1	.	-19	-1.3	6	.	-0.2	-0.6	-5	1
Cc1cc(C)c2ccc(/C=N/O)nc2c1O	1.1	.	14	13	-4	-0.4	0.2	-3	1
Cc1ccc(-c2nn(CC(=O)NCc3ccco3)c(=O)c3ccccc23)cc1	.	-5	-0.8	3	2	-0.9	-0.3	-11	-3
CC(C)=CCC/C(C)=C/CNC(=O)C[C@H]1C[C@H](C(=O)N2CCCCC2)[C@@]2(CCc3ccccc3)c3[nH]c4ccc(Cl)cc4c3CCN2C1=O	1.2	-10	-0.2	0	-5	-0.5	-1.0	0	.
O=C(CN1C(=O)C2CC=CCC2C1=O)Nc1ccccc1N1CCCC1 (stereo not given)	2.5	-4	0.9	3	-3	.	-0.3	.	.

(list continues)
SMILES	TcdB inh	SSB-PriA inh	PfHsp40 rescue	Yp Topo-I inh	PrPC TRFRET	BoNT-A LC inh2	Vc quorum ag	Anthrax LF prot	SARS 3CLpro inh
O=c1c2ccccc2nc2n1C(CSCc1ccc(Cl)cc1)CS2 (stereo not given)	.	-4	-0.6	29	26*	0.0	4.5	-2	4
O=C(COC(=O)c1cccc(F)c1)Nc1cccc(S(=O)(=O)N2CCOCC2)c1	-10	.	.	-4	4	0.2	i	-5	.
Cc1cc(C)n(CCCNCC(O)c2ccccc2)n1 (stereo not given)	0.0	5	-0.9&-0.8	-4&-1	-4&-2	-0.9&-0.1	i	2&-1	1
O=C(NCc1ccc(Cl)cc1)C1CCN(S(=O)(=O)c2cccc3nonc23)CC1	0.6	-16	-0.1	-1	-3	-0.2	-0.5	-1	0
O=P(NS(=O)(=O)c1ccccc1)(Oc1ccccc1)Oc1ccccc1	.	-5	0.0	8	1	-0.2	-14	-2	4
Cn1cc(C(=O)c2ccccc2C(=O)O)cc1C(=O)C(Cl)(Cl)Cl	0.3	-9	1.4	8	4	-2.5	-0.4	-6	-2
O=C(Nc1ccc(F)cc1)c1cccc(N2C(=O)C3C4CCC(C4)C3C2=O)c1 (stereo not given)	1.9	-22	-1.4	-8	10	-0.7	-0.4	0	0
Cc1ccc(NC(=O)C[n+]2cc(-c3ccccc3)n3c2CCC3)cc1	0.1	-4	.	4	-5	.	-0.4	.	2
NC(=O)C(Cc1ccccc1)N1C(=O)c2ccccc2C1=O (stereo not given)	1.7	-9	0.3	-2	3	-1.4	-0.6	-1	0
CN(C)Cc1c(C(=O)N/N=C/c2ccc(OCc3ccc(F)cc3)cc2)nnn1-c1nonc1N	-0.3	.	-0.4	-1	1	-0.9	-1.3	-4	6
Cn1c(SCc2ccc(C#N)cc2)nnc1-c1cccc(Cl)c1	.	-1	0.3	20	7	-1.2	i	-3	-2
N#CC12CC(=O)N1Cc1cnnn1-c1ccccc12 (stereo not given)	0.3	.	.	.	-2	-0.2	.	-16	.
Cc1ccc(/C=N/NC(=O)c2ccoc2C)o1	.	.	-1.5	0	-4	-0.4	-0.2	1	3
C[C@H]1CN([C@@H](C)CO)C(=O)CCCn2nncc2CO[C@H]1CN(C)S(=O)(=O)c1ccc2ccccc2c1	1.0&-0.2&-1.2	.	.	21	-6	0.1	-0.4	-1	.

Grouped by structure: the compounds so far with an aryl methoxy group (ten)
SMILES	TcdB inh	SSB-PriA inh	PfHsp40 rescue	Yp Topo-I inh	PrPC TRFRET	BoNT-A LC inh2	Vc quorum ag	Anthrax LF prot	SARS 3CLpro inh
COc1ccc(-n2ncc(C(C)NS(=O)(=O)c3ccc(C(C)=O)cc3)c2C)cc1 (stereo not given)	1.7	-17	0.4	1	4	-12	i	-7	5
CCOC(=O)N1CCN(C(=O)COC(=O)Cc2ccc(OC)cc2)CC1	-1.6	-9	-0.1	1	-2	-1.3	i	-12	1
COc1ccc(CCNc2nc(-c3ccco3)cc(C(F)(F)F)n2)cc1OC	.	-2	4.6	19	9	0.2	-0.3	0	-2
COc1ccc(Cl)cc1NC(=O)Cn1cccc1	1.1	1	-1.2	-2	-3	-1.2	i	-1	-4
COC(=O)C(Cc1ccccc1)NC(=O)CNC(=O)c1ccccc1OC (stereo not given)	2.8	-6	-1.2	5	-3	-2.9	i	-5	-2
COc1ccc(S(=O)(=O)Nc2ccc3c(c2)N(C(C)=O)CCC3)cc1OC	-1.5	1	-0.1	-11	0	-4.6	i	-4	.
COc1cc(-c2coc3c(C(=O)NCc4ccc(OC)c(OC)c4)cccc23)ccc1O	0.1	.	.	13	12	-0.7	-0.3	2	.
COc1ccc(NC(=O)CSc2nnc(NC(=O)c3ccco3)s2)cc1	-0.4	-3	0.3	-1	3	-0.1	i	-5	0
COc1ccc(NC(=O)CSc2nnc(COc3ccccc3)n2Cc2ccco2)cc1OC	.	0	-0.3	3	8	0.3	-0.3	-2	1
COc1cccc(NC(=O)CCNC(=O)c2ccccc2Cl)c1	.	-19	-1.3	6	.	-0.2	-0.6	-5	1

This is a subset; rates above refer to the full screens.
